Screening data from PubChem BioAssay.
697 NFkB inh: inhibitors of the PMA/ionomycin-induced NF-kB reporter in 697 B cells; inhibition, % at 4 µM; AID 435022; 330,000 tested, 0.33% active; 697 B-cell NF-kB luciferase reporter, 16 h; in the data active = inhibition above about 35%
CXCR6 block: inhibitors of human CXCR6 receptor. O00574. AID 602244. inhibition, % at 20 µM. CHO-K1 PathHunter CXCR6 beta-arrestin, luminescence. 360,000 tested, 0.36% active; in the data active = inhibition above about 34%, passing the limit was not always enough;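 also: antagonist mode with CXCL16 agonist at 10 nM final; 0% = 10 nM CXCL16 with DMSO and 100% = unstimulated wells without agonist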
Gli-Sufu antag: antagonists of Gli-Sufu signaling; Sufu-KO-LIGHT fibroblasts, Gli luciferase reporter luminescence; inhibition, % at 5 µM; 340,000 tested, 0.74% active; AID 588413;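 active = inhibition above about 55%, limit read from the data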;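 also: 0% = DMSO-treated cells and 100% = wells with medium but no cells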
CHOP UPR activ: activators of apoptotic arm of unfolded protein response (CHOP) | activation, % at 10 µM | 330,000 tested, 0.34% active | AID 449763 | CHO-CHOP luciferase reporter, UPR activation, luminescence; percent of tunicamycin response over DMSO baseline;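 active = at 10 µM dose, activation of 40% or more, normalized to positive control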;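 also: 100% = tunicamycin at 10 µg/mL and 0% = DMSO alone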
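assay system = CHO CHOP reporter cells | amount = 500 CHO-CHOP cells per well | buffer or medium = F12 with 10% FBS | incubation = 16-18 h cell attachment, then 6 h compound exposure, 37 °C | detection = luminescence read with Steady-Glo | read-out = percent activation relative to tunicamycin control | controls = tunicamycin high control, DMSO low control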
EBI2 block: antagonists of human EBI2 receptor. P32249. EBI2 beta-arrestin recruitment, luminescence, 7a,25-OHC stimulated. inhibition, % at 5 µM. 360,000 tested, 0.81% active; in the data active = inhibition above about 38%;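 also: enzyme fragment complementation signal reports receptor beta-arrestin coupling in cells; 0% = agonist plus DMSO wells and 100% = wells without agonist; some results beyond the cut were filed as inactive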
Target sequence (P32249 whole entry, looked up, the tested form may be a part): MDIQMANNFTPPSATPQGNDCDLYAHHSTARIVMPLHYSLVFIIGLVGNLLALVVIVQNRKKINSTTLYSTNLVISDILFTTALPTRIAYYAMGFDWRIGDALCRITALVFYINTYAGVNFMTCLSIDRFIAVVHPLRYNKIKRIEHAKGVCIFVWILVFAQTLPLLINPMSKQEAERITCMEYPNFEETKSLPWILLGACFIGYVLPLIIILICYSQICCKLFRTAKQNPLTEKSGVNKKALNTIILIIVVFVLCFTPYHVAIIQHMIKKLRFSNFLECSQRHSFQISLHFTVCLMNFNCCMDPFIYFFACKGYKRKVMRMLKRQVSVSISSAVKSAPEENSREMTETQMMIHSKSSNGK
Mdm2 MdmX PPI: human Mdm2/MdmX binding inhibition | O15151+Q00987 | SaOS-2 split-luciferase Mdm2/MdmX complementation, luminescence | inhibition, % at 8 µM | 330,000 tested, 3% active | AID 485346;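 active = inhibition of at least 50% at 8 µM in the primary screen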
CCR6 antagonist: CCR6 (human) receptor antagonism | AID 493098 | 340,000 tested, 0.49% active | CHO-K1 CCR6 PathHunter beta-arrestin, luminescence, CCL20-stimulated | inhibition, % at 20 µM | P51684;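 active = compounds whose inhibition of the agonist-driven luminescence signal at 20 µM reaches about 50%, limit read from the data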;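 also: cells stimulated with CCL20 at 14 nM final; plate controls were DMSO with CCL20 for no effect and DMSO without agonist for full effect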
Target sequence (P51684 whole entry, looked up): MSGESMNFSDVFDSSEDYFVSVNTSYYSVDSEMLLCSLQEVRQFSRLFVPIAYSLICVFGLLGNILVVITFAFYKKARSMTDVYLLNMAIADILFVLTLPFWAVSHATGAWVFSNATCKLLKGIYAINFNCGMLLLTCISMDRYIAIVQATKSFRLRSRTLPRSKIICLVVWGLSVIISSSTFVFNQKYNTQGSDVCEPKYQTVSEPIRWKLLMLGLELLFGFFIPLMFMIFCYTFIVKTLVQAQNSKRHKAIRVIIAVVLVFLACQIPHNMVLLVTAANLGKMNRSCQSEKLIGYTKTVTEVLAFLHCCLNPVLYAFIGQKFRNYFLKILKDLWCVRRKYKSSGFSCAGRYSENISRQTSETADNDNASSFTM
XBP1 UPR activ: activators of adaptive arm of unfolded protein response (XBP1); CHO-XBP1 luciferase reporter, IRE1-XBP1 UPR activation, luminescence; percent of tunicamycin response, DMSO as zero; activation, % at 20 µM; 330,000 tested, 0.33% active;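 active = versus positive control, 20 µM dose yields 30% or more activation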;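 also: 100% = tunicamycin at 10 µg/mL and 0% = DMSO only wells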
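Test system: CHO-XBP1 luciferase reporter cells | Buffer or medium: Serum-containing F12 medium, 10% FBS | Schedule: 6 h compound exposure at 37 °C, 5% CO2 | Detection: Steady-Glo luciferase glow luminescence, 10 min after reagent addition | Read-out basis: Activation, % of tunicamycin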
Jurkat NFkB inh: inhibitors of the PMA/ionomycin-induced NF-kB reporter in Jurkat cells. PMA/ionomycin-induced NF-kB luciferase reporter, luminescence. inhibition, % at 4 µM. 330,000 tested, 0.53% active. AID 435003; in the data active = inhibition above about 50%
An asterisk follows results filed as active; . = no result given; & = joins results of further samples.

SMILES	697 NFkB inh	CXCR6 block	Gli-Sufu antag	CHOP UPR activ	EBI2 block	Mdm2 MdmX PPI	CCR6 antagonist	XBP1 UPR activ	Jurkat NFkB inh
COc1cc(NC(=O)CC(C)C)ccc1NC(=O)c1ccco1	-81	6	-82	2.4	-5	-81	6	4	-53
CCOc1ccccc1CNc1ccc(O)cc1	.	-31	4	.	6	.	11	.	.
COc1ccccc1C(=O)Nc1ccccc1C(=O)Nc1ccccc1	-16	1	-4	-1.3	10	2	8	-2	-9
CC1CCCC(C)N1CCCNC(=O)CN1C(=O)c2cccnc2Oc2ccc(Cl)cc21 (stereo not drawn)	-5	3	-18	-2.2	-8	-29	-3	3	-19
c1ccc(CSc2ncccn2)cc1	-16	2	-5	2.4	-1	-11	-1	4	-11
O=C(CN1CCN(C(=O)c2ccco2)CC1)NCc1ccc(Cl)cc1	1	7	-2	0.5	-4	14	-5	-2	3
CCC(C)NC(=O)c1ccccc1NC(=O)Nc1ccccc1 (stereo not drawn)	17	5	-1	0.2	-3	25	-8	0	-7
Cc1ccc(C(=O)COC(=O)c2cc(=O)[nH]c3ccccc23)cc1C	-65	-10	-18	3.2	2	1	11	0	-5
O=C(NNC(=O)c1cccc2ccccc12)c1cccc(Br)c1	.	-1	-1	.	0	.	17	.	.
CCCCN(CCCC)Cc1ccc(C(=O)NNC(=O)Nc2ccc(Cl)cc2)o1	10	1	11	1.5	-12	19	1	-3	7
Cc1cc(SCC(=O)O)nc2ccccc12	-1&8	-2&-4	1&2	0.4&-1.5	-8&1	17&6	7&-8	-1&-4	4&4
CC1CCCC(C(=O)O)N1C(=O)CCSC(=O)c1ccccc1 (stereo not drawn)	21	2	6	3.1	-1	-10	-12	0	-1
N[C@@H](Cc1ccc(O)cc1)c1nnc([C@H](CO)NC(=O)C2CCNCC2)o1	17	-10	-8	0.6	5	21	-2	0	-11
CCN1CCN(C(c2cccs2)C(C)NS(=O)(=O)c2ccccc2)CC1 (stereo not drawn)	4	2	14	0.9	-10	14	4	3	4
Cc1ccc(SCC(=O)Nc2ccc(N3CCN(C)CC3)c(F)c2)c(C)c1	-12	1	9	-0.4	-5	29	6	5	-22
N#Cc1c(SCC(N)=O)nsc1SCc1ccccc1Cl	5	83*	12	0.6	-8	12	18	0	-12
C=CCNC(=O)c1onc(CSc2ccncc2)c1C(=O)NCC=C	15	-1	-2	-0.2	4	8	-8	0	15
N#Cc1c(N2C(=O)Nc3ccccc3N2O)sc2c1CCCC2	-12	-2	0	-0.3	-4	6	8	0	-2
Cc1ccc(-c2nnn(CC(=O)N(Cc3cccs3)C(C(=O)NC(C)(C)C)c3ccco3)n2)o1 (stereo not drawn)	-14	-1	8	2.8	-6	9	-4	-3	1
CCCCCCCC(=O)N1c2ccccc2NC(=O)C1CC(=O)Nc1ccc(C(=O)O)cc1 (stereo not drawn)	-7	-1	1	0.6	-10	16	-2	-2	1
COc1cccc(-c2nc3n(n2)C(c2cccs2)C(C(=O)Nc2cccnc2)=C(C)N3)c1 (stereo not drawn)	-5	-3	3	-0.5	0	9	5	0	-3
CCc1nc(NCc2ccc3c(c2)OCO3)c2oc3ccccc3c2n1	-7	0	2	0.9	-1	9	4	1	4
O=C1C=C(c2cc(C(F)(F)F)cc(C(F)(F)F)c2)C[C@@H](c2ccc3c(c2)OCO3)C1	6	5	7	3.9	14	15	2	0	5
CCCCCC(=O)N1CCN(CCN=CC2=C(O)CC(c3ccc(OC)cc3)CC2=O)CC1 (stereo not drawn)	17	6&-1	-2&-2	-0.7	-9&1	0	6&13	1	2
COc1cc(CN2CCCCC2)ccc1OCc1ccccc1	-25	5	15	3.5	3	-26	4	37*	-89
New compounds follow.
SMILES	697 NFkB inh	CXCR6 block	Gli-Sufu antag	CHOP UPR activ	EBI2 block	Mdm2 MdmX PPI	CCR6 antagonist	XBP1 UPR activ	Jurkat NFkB inh
CCc1ccc(/C=C2\Oc3c(ccc(O)c3CN3CCN(CCO)CC3)C2=O)cc1	-15	5	-17	0.3	0	13	10	1	-5
CCC(=O)n1nc(-c2cccnc2)nc1NCc1cccs1	4	-1	-4	-2.1	7	-10	8	1	-10
Cc1ccc(S(=O)(=O)N2CCC(C(=O)NN3CCCCC3)CC2)cc1	3	0	3	-1.1	-14	-10	1	0	4
COc1ccc(NC(=O)c2ccccc2NC(=O)COc2ccccc2)cc1	-15	-11	-10	-0.3	5	47	-9	-1	-36
CN1CCN(S(=O)(=O)c2ccc(N)cc2)CC1	-2	-10	1	-0.6	-4	-25	-8	-1	-1
Oc1ccc(C=NNC(=S)Nc2ccc(F)cc2)c(O)c1	.	2	3	.	4	.	8	.	.
CCC1C(C#N)=C(SC)NC2=C1C(=O)CC(C)(C)C2 (stereo not drawn)	-2	-8	7	-0.8	5	-23	-1	-1	3
O=C1c2cccc3cc([N+](=O)[O-])cc(c23)C(=O)N1CCN1CCCC1	-168	-10	75*	-1.3	4	90*	-7	-2	86*
COc1cc(C2NC(=O)NC(O)(C(F)(F)F)C2C(=O)c2ccc(Cl)cc2)ccc1O (stereo not drawn)	-12	4	1	-1.1	-12	-2	4	1	6
O=S1(=O)[C@H]2C[C@H](CO)O[C@@]2(CO)CN1Cc1ccc(-c2ccc(F)cc2)cc1	3	-8	4	0.2	1	25	10	-1	.
O=C1CCCC/C1=C/Nc1ccc(C(=O)O)cc1	-35	2	-12	1.2	-32	-17	-9	6	-28
CC(OC(=O)c1cccnc1Cl)C(=O)Nc1ccc(S(N)(=O)=O)cc1 (stereo not drawn)	11	8	-12	-0.7	-1	9	3	0	-10
Cc1nc(NC(=O)CCC(=O)O)sc1C(=O)N(C)C	-7	-3	-7	-3.5	-16	-6	-19	-2	-17
O=C(c1cc(Cl)ccc1Cl)N1CCN(Cc2ccccc2)CC1	-27	2	-5	1.3	-22	11	-7	-2	-6
COc1ccc(Br)cc1C(=O)Nc1cccc(-c2nnc(-c3ccco3)o2)c1	-20	0	71*	-0.6	-13	25	-25	-1	-25
CCOC(=O)Cc1nnc(NC(=O)CSc2ncc(-c3ccccc3)nn2)s1	7	-3	40	2.0	4	-22	1	0	-2
CCN(CC)C(=O)c1[nH]cnc1C(=O)NCc1ccccc1	0	-2	-4	0.7	-3	-11	4	1	-20
CCOC(=O)c1cc(C)nn1-c1nc(Cl)cc(OC)n1	-4	5	3	-0.9	-15	-10	-6	-2	0
O=c1[nH]c(CN(CCc2ccccc2)S(=O)(=O)c2ccc(Cl)cc2)nc2ccccc12	0	0	40	1.1	2	10	7	-2	-3
CN(C)C(C)(C)C#CCC(c1ccccc1)c1ccccc1	-4	2	11	0.0	-6	14	1	0	6
Cn1c(=O)c2c(nc(NCc3ccco3)n2CC(O)COc2ccccc2)n(C)c1=O (stereo not drawn)	-20	-5	36	2.4	-11	11	9	-3	4
CC(=O)c1cccc(-n2nnnc2SCC(=O)NNC(=O)C2CCCCC2)c1	11	-4	-3	1.2	1	9	8	0	-11
COC(=O)c1cc(S(=O)(=O)NCC2CCN(Cc3ccc(F)cc3)CC2)cn1C	4	3	23	2.7	-5	28	10	-2	-7
O=C(NC1CCS(=O)(=O)C1)C1C2CC3CC(C2)CC1C3 (stereo not drawn)	21	-16	1	1.5	5	7	-5	1	-7
Cc1ccc(C)c(NC(=O)CN(C)C(=O)c2ccccc2Cc2ccccc2)c1	11	4	0	-1.3	8	16	13	-4	-8

Reformatted: entries from further up
CCc1ccc(/C=C2\Oc3c(ccc(O)c3CN3CCN(CCO)CC3)C2=O)cc1
- 697 NFkB inh: -15
- CXCR6 block: 5
- Gli-Sufu antag: -17
- CHOP UPR activ: 0.3
- EBI2 block: 0
- Mdm2 MdmX PPI: 13
- CCR6 antagonist: 10
- XBP1 UPR activ: 1
- Jurkat NFkB inh: -5

CCC(=O)n1nc(-c2cccnc2)nc1NCc1cccs1
- 697 NFkB inh: 4
- CXCR6 block: -1
- Gli-Sufu antag: -4
- CHOP UPR activ: -2.1
- EBI2 block: 7
- Mdm2 MdmX PPI: -10
- CCR6 antagonist: 8
- XBP1 UPR activ: 1
- Jurkat NFkB inh: -10

Cc1ccc(S(=O)(=O)N2CCC(C(=O)NN3CCCCC3)CC2)cc1
- 697 NFkB inh: 3
- CXCR6 block: 0
- Gli-Sufu antag: 3
- CHOP UPR activ: -1.1
- EBI2 block: -14
- Mdm2 MdmX PPI: -10
- CCR6 antagonist: 1
- XBP1 UPR activ: 0
- Jurkat NFkB inh: 4

COc1ccc(NC(=O)c2ccccc2NC(=O)COc2ccccc2)cc1
- 697 NFkB inh: -15
- CXCR6 block: -11
- Gli-Sufu antag: -10
- CHOP UPR activ: -0.3
- EBI2 block: 5
- Mdm2 MdmX PPI: 47
- CCR6 antagonist: -9
- XBP1 UPR activ: -1
- Jurkat NFkB inh: -36

Other structures
SMILES	697 NFkB inh	CXCR6 block	Gli-Sufu antag	CHOP UPR activ	EBI2 block	Mdm2 MdmX PPI	CCR6 antagonist	XBP1 UPR activ	Jurkat NFkB inh
CCOC(=O)/C=C/[C@H]1CCc2cccc(C)c2O1	16	-1	1	1.6	-6	18	7	-3	11
COc1ccc(NC(=O)c2cccc(S(=O)(=O)N3CCN(C)CC3)c2)c(OC)c1	14	-5	-9	6.6	8	-8	7	-2	13
O=C(COC(=O)c1cccc(Br)c1)Nc1ccc2[nH]c(=O)[nH]c2c1	-7	4	-10	0.6	-8	2	2	2	-3
O=C1CSc2ccccc2N1	.	-6	-37	.	0	.	6	.	.
COc1ccccc1C1/C(=C(/O)c2ccc(C)cc2)C(=O)C(=O)N1CC(C)O (stereo not drawn)	18	-8	1	1.6	-21	-1	10	-1	-2
COc1ccc(N2CCN(C(=O)COC(=O)c3ccc(Cl)nc3)CC2)cc1	-12	-6	5	-2.9	11	12	2	-2	-11

Entries shown so far that have a CF3 group, in the order listed:
SMILES	697 NFkB inh	CXCR6 block	Gli-Sufu antag	CHOP UPR activ	EBI2 block	Mdm2 MdmX PPI	CCR6 antagonist	XBP1 UPR activ	Jurkat NFkB inh
O=C1C=C(c2cc(C(F)(F)F)cc(C(F)(F)F)c2)C[C@@H](c2ccc3c(c2)OCO3)C1	6	5	7	3.9	14	15	2	0	5
COc1cc(C2NC(=O)NC(O)(C(F)(F)F)C2C(=O)c2ccc(Cl)cc2)ccc1O (stereo not drawn)	-12	4	1	-1.1	-12	-2	4	1	6
